ALOX12 inhib: qHTS Assay for Inhibitors of 12-hLO (12-human lipoxygenase) | Potency, µM (titrated, usually from 57.1 µM), inactives show top-dose activity change, negative = inhibition, most hits filed as inhibitors | AID 1452, 2008 | actives 0.12% (n = 150,000) | purified 12-hLO, xylenol orange hydroperoxide absorbance | Polyunsaturated fatty acid lipoxygenase ALOX12 (Homo sapiens), P18054; also: potency is read from the fitted curve at half-maximal effect; nearly all actives have a fitted effect of over 55% in size; many of its hits are not listed in these tables
Target sequence (P18054 whole entry, looked up): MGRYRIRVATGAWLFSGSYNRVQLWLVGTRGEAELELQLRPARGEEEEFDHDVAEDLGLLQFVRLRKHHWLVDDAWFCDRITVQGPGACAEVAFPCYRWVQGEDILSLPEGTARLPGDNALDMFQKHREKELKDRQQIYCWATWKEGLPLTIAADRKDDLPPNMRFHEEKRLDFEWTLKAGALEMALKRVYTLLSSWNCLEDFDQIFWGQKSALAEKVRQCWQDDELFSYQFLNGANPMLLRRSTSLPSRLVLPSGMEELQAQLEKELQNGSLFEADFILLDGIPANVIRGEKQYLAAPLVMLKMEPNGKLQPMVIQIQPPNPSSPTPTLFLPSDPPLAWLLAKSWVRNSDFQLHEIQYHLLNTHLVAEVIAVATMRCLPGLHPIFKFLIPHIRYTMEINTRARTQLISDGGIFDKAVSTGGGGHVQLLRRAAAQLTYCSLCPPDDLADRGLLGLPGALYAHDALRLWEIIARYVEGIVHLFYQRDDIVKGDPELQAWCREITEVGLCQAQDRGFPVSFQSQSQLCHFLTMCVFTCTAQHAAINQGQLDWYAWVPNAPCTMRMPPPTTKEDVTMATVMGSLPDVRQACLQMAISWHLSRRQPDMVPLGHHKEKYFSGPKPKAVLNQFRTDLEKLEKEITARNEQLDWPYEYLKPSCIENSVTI
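Lipoxygenase turnover measured by absorbance at 573 and 405 nm after Fe-XO development. Human 12hLO 150 nM, arachidonate 40 uM, pH 7.0 Hepes buffer with detergent; 15 min compound preincubation, 30 min reaction.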
PNC assembly inh: High Content Assay for Compounds that inhibit the Assembly of the Perinucleolar Compartment. PC3M PTB-GFP, PNC prevalence imaging, 16 h; stronger effect = lower value. activity change (PNC), negative = inhibition, % at 10 µM. actives 3.1% (n = 140,000). AID 2417, 2010;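 active = readout at or below -70, meaning at least 70% loss of cells showing the perinucleolar compartment, a nuclear body marking cancer cells; inconclusive = readout between -30 and a set limit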;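 also: plate controls were DMSO wells for no effect and camptothecin positive control wells for full effect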
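Read-out is percentage of cells bearing a perinucleolar compartment, from automated 20x imaging of fixed, Hoechst-stained PC3M PTB-GFP cells. Cells were seeded 4 h, then exposed 16 h to compound (23 nl of library stock) in duplicate plates.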
IMPase cell inh: qHTS Assay for Identifying the Cell-Membrane Permeable IMPase Inhibitors | CHO-M1 cells, IP1 accumulation, HTRF TR-FRET ratio | 120,000 tested, under 10 active | inhibition (IP1 accumulation), % at 46.1 µM | AID 901, 2007 | Inositol monophosphatase 1 (Rattus norvegicus), P97697; active = well fitted curve in the direction sought with a large enough effect in the signal ratio, not every such curve was filed as active; inconclusive = small, poorly fitted or top-dose-only effect, or a change in a side signal; inactive = no such curve, though single readings can be large or run the other way; the % refers to the signal ratio;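 also: cells stimulated with carbachol in lithium chloride buffer; plate controls were DMSO basal wells for no effect and reference inhibitor wells for full effect; higher means more IMPase inhibition seen as more IP1 and lower FRET ratio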
Target sequence (P97697 whole entry, looked up): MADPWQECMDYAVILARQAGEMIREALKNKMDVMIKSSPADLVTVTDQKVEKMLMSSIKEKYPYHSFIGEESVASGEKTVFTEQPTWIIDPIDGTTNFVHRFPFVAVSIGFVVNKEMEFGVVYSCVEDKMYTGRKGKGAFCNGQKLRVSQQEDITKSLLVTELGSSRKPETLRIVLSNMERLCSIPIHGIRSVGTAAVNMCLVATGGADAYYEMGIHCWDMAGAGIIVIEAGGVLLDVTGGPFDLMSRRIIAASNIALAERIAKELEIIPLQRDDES
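The IP-One HTRF competitive assay in carbachol-stimulated CHO-M1 cells quantifies cellular IP1. Compounds spanned up to 46 uM final, and activity is expressed as AC50 from concentration-response fits of the ratio and donor data.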
15-hLO-2 inh: qHTS Assay for Inhibitors of 15-hLO-2 (15-human lipoxygenase 2); Polyunsaturated fatty acid lipoxygenase ALOX15B (Homo sapiens), O15296; Potency, µM (highest dose often 57.1 µM), for inactives: at the highest dose activity change, negative = inhibition, hits mostly inhibitors; purified 15hLO-2, xylenol orange hydroperoxide absorbance; actives 0.56% (n = 110,000); also: potency is read from the fitted curve at half-maximal effect; nearly all actives have a fitted effect of over 60% in size; many of its hits are not listed in these tables
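Enzyme 50 nM, AA 45 uM, 25 mM Hepes pH 7.5 + 0.01% Triton X-100; cpd preinc 15 min RT, rxn 90 min RT; stop/detect with 200 uM XO + 300 uM Fe(II) in 50 mM H2SO4, 30 min; A573/A405.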
* hit, by the source's call; ? = inconclusive; · = not tested or not shown; & = joins results of further samples; [ ] = another dose, or the depositor's remark. Unless noted, calls follow the shape of the dose curve; as a rule, active = well fitted curve in the direction sought with a large enough effect; inconclusive = small, poorly fitted or top-dose-only effect, or another doubt; inactive = no such curve, though single readings can be large; an effect the other way counts as inactive or inconclusive. Unless noted, % is scaled to controls: 0 for no effect and ±100 for the full control effect. Not all compounds are listed. The share of hits here may be higher or lower than overall.

SMILES | ALOX12 inhib | PNC assembly inh | IMPase cell inh | 15-hLO-2 inh
COC(=O)c1ccc(CSc2ncnc3c2nnn3-c2ccc(OC)cc2)o1 | -5.1% | -18.5 | -7.8 | -1.5%
COc1ccc(CCN2CC(O)=C(c3nc(C)cs3)C2=N)cc1OC | 9.1% | -22.2 | -1.6 | -4.4%
CCc1ccc(CCC(=O)Nc2ccc(OC)cc2)o1 | 6.0% | -23.9 | · | ·
Cn1c(Cc2ccccc2)nnc1SCC(=O)c1cccs1 | -3.0% | -1.7 | -1.3 | -1.2%
Cc1cccc(N(CC(=O)NC2CCCCC2)C(=O)CCCC(=O)Nc2ccccn2)c1 | -0.3% | 15.3 | ? | ·
CC12CCC(C(=O)N(CCC#N)CCC#N)(CC1=O)C2(C)C (stereo not given) | 8.5% | 16.9 | -0.5 | -4.8%
COc1ccc(-c2noc(-c3cc4ccccc4oc3=O)n2)cc1 | 3.4% | -29.7 | -11.9 | 0.5%
CN1CCN(c2nc3c(c(=O)n(C)c(=O)n3C)n2CC(N)=O)CC1 | 1.7% | ? | 14.6 | -9.4%
CN(CCc1ccccn1)C(=O)Nc1ccc(F)cc1 | -5.5% | -20.8 | -0.4 | 4.5%
COc1ccccc1NC(=O)CN1C(=O)NC(C)(C)C1=O | 1.0% | ? | -7.4 | 1.4%
CC(=O)Nc1ccc(C(=O)OCc2ccc(Cl)c(Cl)c2)cc1 | -3.3% | -11.6 | · | ·
Brc1ccc(-c2nnc(-c3ccccc3)o2)o1 | 3.2% | 24.4 | 4.0[0.0738 µM] | ·
CCOc1ccc(-c2nnc3ccc(SCC(=O)N4CCCCC4)nn23)cc1 | -0.2% | 12.5 | -0.6 | 0.2%
O=C(CCC1CCCCC1)Nc1ccccc1-c1ccccc1 | -3.6% | ? | -3.8 | -1.4%
O=C(c1ccc(Cl)c(S(=O)(=O)Nc2ccccc2C(=O)N2CCc3ccccc3C2)c1)N1CCc2ccccc2C1 | 0.3% | 75.0 | · | ·
O=C(OC1CCOC1=O)c1ccc2ncsc2c1 (stereo not given) | -0.8% | -3.9 | 4.9 | ·
COc1ccc(/C=C/C(=O)NCCOc2ccccc2OC)cc1 | -0.3% | ? | · | ·
Cc1ccc(N2C(=O)c3ccc(C(=O)N4CCN(c5cccc(C)c5C)CC4)cc3C2=O)cc1 | -2.7% | -18.3 | -2.8 | ·
COCCNC(=O)C1(C)Oc2ccccc2NC1=O (stereo not given) | 2.7% | -6.9 | 1.5 | 2.4%
CC(C)CNC(=O)C1CCCN1S(=O)(=O)c1ccc(Cl)cc1 (stereo not given) | 2.2% | ? | 2.3 | 2.6%
O=C1NC(c2cccs2)Nc2sc3c(c21)CCCC3 (stereo not given) | -6.2% | -14.5 | 3.7 | -24.1%
C[C@H]1[C@H](O)[C@@H](C)C=CC=CC=CC=CC=CC=CC=C[C@H](O[C@@H]2O[C@@H](C)[C@H](O)[C@@H](N)[C@@H]2O)C[C@@H]2O[C@](O)(C[C@@H](O)C[C@@H](O)[C@@H](O)CC[C@@H](O)C[C@@H](O)CC(=O)O[C@H]1C)C[C@H](O)[C@H]2C(=O)O | -17.6%[11.4 µM] | · | · | 3.2%[11.4 µM]
O=S(=O)(Cc1ccc(Cl)cc1)CC(O)COCc1ccccc1 (stereo not given) | -2.7% | 17.7 | -0.2 | 0.1%
CCOC(=O)c1c(NC(=O)c2cc(C(C)C)on2)sc(C(C)=O)c1C | -4.1% | 54.3 | 0.9 | -8.2%
COc1cc(C(=O)OC(C)CN2CCN(C)CC2)cc(OC)c1OC (stereo not given) | -5.0% | -9.9 | -2.0 | 12.4%
The list continues:
SMILES | ALOX12 inhib | PNC assembly inh | IMPase cell inh | 15-hLO-2 inh
O=C(CN(Cc1ccccc1)C(=O)CSc1nnc(COc2ccccc2)o1)NC1CCCC1 | 1.8% | -10.7 | 22.5 | ·
CCN(CCNC(=O)C1CCCN(S(=O)(=O)CC)C1)c1ccccc1 (stereo not given) | -5.0% | ? | 0.9 | 5.2%
O=C1c2cccnc2C(O)N1Cc1ccc(F)cc1 (stereo not given) | -1.8% | 17.2 | -17.6 | ·
CCCCN(C(=O)CCC(=O)O)C1CC(=O)N(c2ccc(OCCC)cc2)C1=O (stereo not given) | -0.1% | -7.1 | 7.0 | -2.9%
CNc1nc(Nc2ccc(Br)cc2)nc(N)c1[N+](=O)[O-] | 2.4% | 10.7 | · | ·
COc1cccc2cc(-c3csc(CCn4nc(C)cc4C)n3)c(=O)oc12 | -3.6% | -18.5 | 1.9 | -15.6%
Cc1cc(NC(=O)CSc2nnc(-c3ccoc3C)n2N)no1 | 1.4% | 9.3 | 2.9 | 3.5%
Fc1ccccc1CSc1nnc(-c2ccccc2)o1 | -3.3% | ? | 15.6 | -4.3%
Cc1cc(C)cc(NC(=O)COc2ccc3c(C)c(Cc4ccccc4)c(=O)oc3c2)c1 | 1.2% | 0.6 | · | ·
CCOC(=O)C(CC)Sc1nc(N)c(NC(=O)c2ccc(OC)c(OC)c2)c(=O)[nH]1 (stereo not given) | -1.7% | ? | -2.1 | 6.9%
CC(C)NC(=O)c1onc(CSc2ccc(Cl)cc2)c1C(=O)O | -0.1% | 74.8 | 0.6 | -10.4%
O=C(Nc1cc(-c2nc3ccccc3s2)ccc1Cl)c1ccc2c(c1)OCO2 | -5.4% | ? | -7.4 | -13.1%
O=C(O)c1cccc(COc2ccc(CO)cc2Cl)c1 | -2.3% | 7.8 | 6.7[1.84 µM] | -28.4%[11.4 µM]
Cc1ccccc1C(NC(N)=O)c1ccccc1 (stereo not given) | 5.3% | 21.6 | 7.8 | -2.4%
COc1ccc(CNc2oc(COc3ccccc3Cl)nc2C#N)cc1 | -8.7% | -10.9 | 11.4 | -5.2%
N#CC(c1nc2ccccc2nc1N1CCCC1)S(=O)(=O)c1cccs1 (stereo not given) | ? | 23.9 | -4.4 | ?
CCCOc1cc(N)ccc1C(=O)OCCN(CC)CC | 3.6%[25.6 µM] | · | 8.4[20.6 µM] | 2.4%[25.6 µM]
CCCc1c(OCC(O)COc2ccc3c(=O)cc(C(=O)O)oc3c2CCC)ccc(C(C)=O)c1O (stereo not given) | -2.0%[0.00818 µM] | · | · | -15.4%[0.0915 µM]
O=C(OCCN1CCOCC1)C1(c2ccccc2)CCCCC1 | -3.4%&-3.1% | · | 14.1&11.0 | 23.8%&7.7%
Cc1cc(=O)oc2c(CN3CCC(C)CC3)c(O)c(Cl)cc12 | -10.9% | ? | ? | -0.1%
Cc1cc(-c2nnc(SCC(=O)c3ccc(Cl)cc3)o2)no1 | -4.0% | 19.6 | · | ·
CCCCn1nnc(NC(=O)c2ccc(-c3cccc(Cl)c3)o2)n1 | -3.0% | 32.1 | 0.3 | ·
COc1ncc2nc(-c3cccs3)c(=O)n(-c3ccccc3)c2n1 | -3.7% | · | · | 2.8%
CCOC(=O)CSc1nc(N)c(C#N)c(CC(C)C)c1C#N | -13.5% | 30.3 | 5.0 | 20.9%
O=C(NC1CCCCC1)C(c1ccc(F)cc1)N(Cc1cccs1)C(=O)CN1C(=O)c2ccccc2S1(=O)=O (stereo not given) | 0.6% | ? | · | ·
(list continues)
SMILES | ALOX12 inhib | PNC assembly inh | IMPase cell inh | 15-hLO-2 inh
CN1C(=O)/C(=C/c2ccccc2OCc2cccc(F)c2)N(C)C1=S | -6.5% | 23.4 | 7.7 | -0.4%
CCN(CCCNS(=O)(=O)c1ccc2c(c1)oc(=O)n2C)c1cccc(C)c1 | 1.5% | -8.0 | 12.3 | -7.1%
CCC(=O)OCc1c(C(F)(F)F)nn(C)c1Sc1ccc(Cl)cc1 | -4.5% | 4.7 | 13.0 | 12.3%
O=C1NC(c2ccccc2Cl)Nc2ccccc21 (stereo not given) | -3.9% | 37.1 | 2.0 | -3.5%
COC(=O)Cc1c(C)c2c(OCc3nn[nH]n3)cc(C)cc2oc1=O | -4.3% | 36.8 | -3.3 | -2.9%
O=C(Nc1ncccc1Cl)C(Sc1ccccc1)c1ccccc1 (stereo not given) | -3.8% | -13.4 | 5.6 | 17.8%
C/C(=N/OCO/N=C(\C)c1ccccc1F)c1ccccc1F | 0.1% | 18.2 | · | ·
CCOC(=O)CSc1nnc(C)n1N | 4.4% | ? | ? | -0.3%
C/C(=N\NC(=O)c1ccccc1[N+](=O)[O-])c1c(O)cc(C)oc1=O | -2.6% | 19.7 | · | ·
O=S(=O)(c1ccc2c(c1)OCCCO2)N1CCNCC1 | 0.6% | ? | 0.4 | 8.2%
CCOc1ccccc1C1C(C(N)=O)=C(C)Nc2nc(-c3cccc(C)c3)nn21 (stereo not given) | -8.0% | ? | 6.3 | 12.0%
Cc1ccc(NC(=O)CSc2nnc(-c3ccccc3C)o2)cc1C | -8.7% | ? | 6.8 | -5.3%
CCCn1c(SCC(=O)N2CCCc3ccccc32)nnc1-c1ccccn1 | -2.6% | 11.0 | -1.0 | 1.6%
Cc1ccc2nc(/C(C#N)=C/c3cn[nH]c3-c3ccc(F)cc3)[nH]c2c1 | -13.6% | 8.8 | 1.9 | 16.1%
COc1ccc(C(=O)NN2C(=O)C3C4C=CC(O4)C3C2=O)cc1 (stereo not given) | -3.9% | -0.2 | 0.3 | -26.6%
CC(NS(C)(=O)=O)C(c1cccs1)N1CCN(c2ccccc2)CC1 (stereo not given) | 4.3% | ? | -9.0 | ·
O=C(c1ccco1)N1CCN(C(c2ccc(Cl)cc2)c2nnnn2Cc2ccccc2)CC1 (stereo not given) | -7.8% | -4.0 | 12.8 | ·
Cc1ccc(NC(=O)CSc2ncccc2C(=O)Oc2cccc([N+](=O)[O-])c2)cc1Cl | 0.3% | 13.1 | · | ·
Cc1ccc(Nc2nc3nonc3[nH]c2=O)cc1 | -25.1% | -1.8 | 1.4 | -8.0%
Cc1ccc(S(=O)(=O)N(Cc2ccc(Cl)cc2)c2ccccc2C(=O)NCc2ccco2)cc1 | -1.1% | ? | -1.4 | ·
CC1=NCCN1S(=O)(=O)c1ccc(Br)c(C)c1 | -3.2% | -1.0 | 3.7 | ·
CCC(=O)Nc1nc2c(OC)ccc(OC)c2s1 | 6.3% | 1.4 | 0.1 | -1.5%
Cc1c(NC(=O)CSc2nc3ccccc3s2)c(=O)n(-c2ccccc2)n1C | 3.5% | 9.2 | 11.1 | -20.9%
CC1CCCCC1NC(=O)c1ccc2c(c1)[nH]c(=O)n2C1CCCC1 (stereo not given) | -0.6% | -8.0 | 15.1 | -6.2%
O=C(CSc1nnc(CNc2ccccc2)o1)c1ccc2c(c1)OCCO2 | 0.3% | 21.5 | 8.7 | -7.0%
CCOC(=O)c1cc(-c2ccc(N)cc2)sc1N | -11.0% | 38.2 | 9.4 | -12.3%[2.29 µM]
CCN1CCN(c2nc3c(c(=O)n(C)c(=O)n3C)n2CCSc2nccc(C)n2)CC1 | 1.3% | 54.1 | 12.4 | -2.1%

Entries of single compounds as entered above. Values in the order: ALOX12 inhib, PNC assembly inh, IMPase cell inh, 15-hLO-2 inh
Record of `Cc1ccc(NC(=O)CSc2ncccc2C(=O)Oc2cccc([N+](=O)[O-])c2)cc1Cl` : 0.3%, 13.1, ·, ·
Record of `CCCn1c(SCC(=O)N2CCCc3ccccc32)nnc1-c1ccccn1` : -2.6%, 11.0, -1.0, 1.6%
Record of `CN1C(=O)/C(=C/c2ccccc2OCc2cccc(F)c2)N(C)C1=S` : -6.5%, 23.4, 7.7, -0.4%
Record of `CC(NS(C)(=O)=O)C(c1cccs1)N1CCN(c2ccccc2)CC1` (stereo not given) : 4.3%, ?, -9.0, ·

Screens deposited in PubChem BioAssay by National Center for Advancing Translational Sciences (NCATS).
